Screens deposited in PubChem BioAssay by several laboratories.
Runt-CBFb FRET = inhibitors of human RUNX1 Runt domain binding to CBFb; inhibition, % at 20 µM; actives 0.46% (n = 220,000); Cerulean-Runt/Venus-CBFb FRET ratio 530/480, 1 h; Q01196+Q13951;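 active means inhibition over about 50% at 20 µM in the single-dose screen, limit read from the data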;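 further: 0% = DMSO wells and 100% = excess unlabeled CBFb competitor control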
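Doses: 20 µM compound in 1% DMSO | Material: Cerulean-labeled Runt domain protein | Amount: Each fluorescent fusion protein 100 nM | Schedule: Two 1 h room-temperature incubations shielded from light | Measured by: FRET fluorescence | Evaluation: Loss of energy transfer signal | Controls: Unlabeled CBFb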
NPY Y1 blocker = blocks the human neuropeptide Y Y1 receptor; P25929; HEK293-CNG Y1 cells, membrane potential fluorescence; NPY at EC95, then isoproterenol; inhibition, % at 3.6 µM; actives 1% (n = 200,000);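 active means inhibition above the campaign mean inhibition of all tested compounds plus 3 SD, cut at about 20% in these data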;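 further: 0% = DMSO wells given NPY plus isoproterenol and 100% = isoproterenol alone without NPY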
Target sequence (P25929 whole entry, looked up): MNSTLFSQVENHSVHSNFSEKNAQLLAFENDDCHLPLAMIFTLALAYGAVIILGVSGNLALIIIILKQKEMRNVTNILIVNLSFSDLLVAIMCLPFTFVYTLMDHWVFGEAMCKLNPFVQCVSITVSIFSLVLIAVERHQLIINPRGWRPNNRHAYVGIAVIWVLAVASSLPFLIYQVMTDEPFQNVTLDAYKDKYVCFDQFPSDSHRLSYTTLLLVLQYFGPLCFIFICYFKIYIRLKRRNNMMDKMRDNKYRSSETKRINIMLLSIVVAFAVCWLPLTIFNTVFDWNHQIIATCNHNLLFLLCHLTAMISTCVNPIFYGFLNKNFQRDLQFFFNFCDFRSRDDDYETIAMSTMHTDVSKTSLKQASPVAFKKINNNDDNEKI
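Material: HEK293 Y1/CNG channel cell line | Also added: NPY (25 nM), isoproterenol (1 µM), Ro 20-1724 (25 µM) | Compound: One concentration, 3.6 µM, in 0.4% DMSO | Schedule: 3 h dye uptake, 1 h room-temperature compound, 45 min post-isoproterenol | Signal: Membrane-potential fluorescent dye readout | Read-out: % inhibition of NPY effect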
S1P4 agonist = agonists of human S1P4 receptor; O95977; S1P4-expressing cell line, agonist reporter assay; activation, % at 4.98 µM; actives 0.35% (n = 220,000); in the data active means activation above about 11%;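 further: 0% = DMSO vehicle and 100% = reference agonist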
NPY2 pot ag = potentiates or activates human NPY-Y2 receptor. P49146. cells expressing NPY-Y2, potentiator/agonist read-out. activation, % at 3.6 µM. actives 0.45% (n = 220,000); in the data active means activation above about 27%;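 further: cells stimulated with NPY near EC25 plus isoproterenol at EC100; 0% = vehicle plus submaximal agonist and 100% = vehicle plus saturating agonist; some results beyond the cut were filed as inactive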
Target sequence (P49146 whole entry, looked up): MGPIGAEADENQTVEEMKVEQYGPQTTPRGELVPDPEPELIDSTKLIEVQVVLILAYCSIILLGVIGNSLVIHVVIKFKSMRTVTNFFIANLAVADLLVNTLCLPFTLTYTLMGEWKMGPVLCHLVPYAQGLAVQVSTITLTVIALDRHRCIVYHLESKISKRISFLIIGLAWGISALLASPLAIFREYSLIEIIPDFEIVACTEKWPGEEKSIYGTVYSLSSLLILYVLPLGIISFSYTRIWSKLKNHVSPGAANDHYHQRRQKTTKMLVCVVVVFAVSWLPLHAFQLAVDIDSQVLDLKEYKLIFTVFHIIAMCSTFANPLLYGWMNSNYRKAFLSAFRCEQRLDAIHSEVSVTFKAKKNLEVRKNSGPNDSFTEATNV
Ba/F3 V617F tox = loss of viability in JAK2V617F-driven Ba/F3 cells | inhibition, % at 5.6 µM | actives 1.1% (n = 220,000) | Ba/F3 EpoR-JAK2V617F viability, ATP luminescence;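 active means inhibition above the campaign mean plus 3 SD over all tested compounds, cut at about 24% in these data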;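 further: cytokine-independent growth of Ba/F3 cells driven by EpoR plus mutant JAK2; 0% = DMSO-treated cells and 100% = JAK inhibitor I control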
RBBP9 inh = human RBBP9 hydrolase inhibition; O75884; recombinant RBBP9, FP-Rh probe fluorescence polarization; inhibition, % at 7.94 µM; actives 0.2% (n = 220,000); AID 1515;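 active means inhibition above the campaign mean of all tested compounds plus 3 SD, cut at about 14% in these data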;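 further: plate controls were DMSO wells with RBBP9 for no effect and wells lacking RBBP9 protein for full effect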
Target sequence (O75884 whole entry, looked up): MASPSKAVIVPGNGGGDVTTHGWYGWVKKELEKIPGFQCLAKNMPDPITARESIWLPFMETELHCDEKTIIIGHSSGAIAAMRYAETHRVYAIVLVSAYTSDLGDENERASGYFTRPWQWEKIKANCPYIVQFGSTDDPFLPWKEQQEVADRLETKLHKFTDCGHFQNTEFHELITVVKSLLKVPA
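System: RBBP9 protein / Buffer or medium: Tris/NaCl buffer pH 8.0 with 0.1% Pluronic / Probe or stimulus: Serine-hydrolase probe FP-Rh, 375 nM pre-mixing / Dosing: 7.94 µM single dose, 0.794% DMSO / Times: enzyme-compound preincubation 30 min, then probe labeling 45 min, 25 °C / Technique: fluorescence polarization (mP), excitation 525 nm, emission 598 nm / Replication: singlicate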
BaF3 parental = counter-screen for JAK2V617F inhibitors: parental Ba/F3 viability inhibitors | CellTiter-Glo ATP luminescence | inhibition, % at 5.6 µM | actives 1.1% (n = 220,000);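 active means inhibition above a per-campaign cutoff, the mean inhibition of all tested compounds plus 3 SD, cut at about 27% in these data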;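 further: 0% = DMSO wells and 100% = JAK Inhibitor I control wells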
NPY1 pot ag = potentiates or activates human NPY-Y1 receptor | actives 0.37% (n = 220,000) | activation, % at 3.6 µM | P25929 | NPY-Y1 expressing cells, potentiator/agonist activation | AID 1304; in the data active means activation above about 33%, passing the limit was not always enough;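 further: cells stimulated with NPY at EC10 then isoproterenol at EC100; 0% = low agonist plus stimulus and 100% = saturating agonist plus stimulus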
S1P4 antagonist = human S1P4 receptor antagonism. actives 0.26% (n = 220,000). S1P4-expressing cells, antagonist mode, reporter read-out. inhibition, % at 4.98 µM. O95977; in the data active means inhibition above about 29%;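 further: 0% = wells stimulated with agonist and 100% = vehicle wells without agonist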
Numbers without * were called inactive; . = no result given. Hits appear at their usual frequency. About 3.6% of those tested had a hit in this group.

SMILES	Runt-CBFb FRET	NPY Y1 blocker	S1P4 agonist	NPY2 pot ag	Ba/F3 V617F tox	RBBP9 inh	BaF3 parental	NPY1 pot ag	S1P4 antagonist
O=C(COc1ccc2c(c1)CCC2)N1CCN(c2ccccc2F)CC1	-3	18	-0.3	-38	5	-5	6	-67	-20
CN(c1nc2c(c(=O)n(C)c(=O)n2C)n1CC(=O)c1ccccc1)C1CCCCC1	-5	4	-0.3	-4	1	0	5	-14	-7
O=C(Nc1ccccc1C(=O)Nc1nncs1)c1ccccc1	0	.	0.0	2	-5	-9	-2	14	-8
CN(C)CCCn1c(-c2ccccc2)nc(=S)c2c1CCCC2	-2	1	-4.5	-15	-2	-3	-1	24	-7
COc1ccccc1N(Cc1ccccc1)S(=O)(=O)c1cccc(C(=O)Nc2ccc(C(C)=O)cc2)c1	0	9	-0.3	-15	3	-5	9	-11	-15
COc1ccc(C2CC(=O)C(C=NCCO)=C(O)C2)cc1OC (centres undefined)	-2	2	0.5	5	0	-5	3	-4	-3
Cc1cc(C)cc(NC(=O)CN(c2ccc(F)cc2)S(C)(=O)=O)c1	0	1	-0.1	4	1	-8	6	1	-5
O=C(CSc1nnc(-c2cccnc2)n1-c1ccc(SC(F)F)cc1)N1CCCc2ccccc21	-7	3	-0.3	9	0	1	7	6	-19
CCn1c(COc2ccccc2C)nnc1SCC(=O)NC1CCCC1	-1	5	0.7	2	0	-12	7	-12	5
COc1cccc2c(=O)cn[nH]c12	-2	2	1.2	11	1	1	5	5	3
CC(=O)Nc1ccc(S(=O)(=O)Nc2ccc(S(=O)(=O)N3CCCC3)cc2)cc1	1	2	3.1	0	-2	10	3	16	-12
CN(C)S(=O)(=O)c1cccc(NC(=S)NCCCn2ccnc2)c1	2	4	-1.3	5	0	-7	4	-11	-4
O=C(N1CCN(c2ccccc2F)CC1)C1(c2cccs2)CCOCC1	0	-2	0.7	2	-7	3	3	2	-6
CC(NC(=O)Cn1cc(C(=O)C2CC2)c2ccccc21)c1ccccc1 (centres undefined)	1	-2	-0.8	-13	-2	-4	8	-18	2
Cc1cc(C)cc(NC(=S)/C(=C(\[O-])c2ccc(Cl)cc2Cl)[n+]2ccc(C(C)(C)C)cc2)c1	2	.	-0.5	-3	-3	-6	-1	6	-13
CC1=CC(C)C2C(=O)N(O)C(=O)C2C1 (centres undefined)	3	2	-1.4	1	-3	3	4	-11	6
COCCCN1C(=O)C(=O)/C(=C(/O)c2ccc(OCC(C)C)cc2C)C1c1cccnc1 (centres undefined)	-1	10	1.4	-7	-2	-10	0	6	-7
O=C(Oc1cc2oc(=O)c3c(c2cc1Cl)CCCC3)c1cccs1	76*	1	0.6	0	-1	4	3	9	-26
CCOc1ccccc1C(=O)Nn1c(C2CCC2)nc2ccccc2c1=O	-2	15	-1.8	-9	0	9	3	-35	-1
CCCCNC(=O)c1[nH]c(C)c(C(C)=O)c1C	-1	5	0.3	-5	1	-4	6	5	-78
CCCNC(=O)CN(c1ccccc1)S(=O)(=O)c1ccc(OC)c(OC)c1	-2	3	0.2	-5	-2	-7	2	11	-25
CC1(C)Cc2c(c(=S)nc(-c3ccccc3)n2Cc2cccnc2)CO1	1	.	-0.3	2	-1	-9	2	-9	6
Cc1cc(Cl)c(OCCN2C(=O)NC(C)(C)C2=O)c(Br)c1	0	6	1.2	-3	-2	-7	0	-23	6
O=C(Nc1cccc(C(F)(F)F)c1)NC1CCN(S(=O)(=O)c2ccc(F)cc2)CC1	0	-3	0.5	18	2	-1	3	17	2
S=C(NCc1ccccc1)NCc1cccc(CNC(=S)NCc2ccccc2)c1	0	0	-0.7	16	1	-10	5	0	-20

A second format for some results above.
canonical_smiles | Runt-CBFb FRET | NPY Y1 blocker | S1P4 agonist | NPY2 pot ag | Ba/F3 V617F tox | RBBP9 inh | BaF3 parental | NPY1 pot ag | S1P4 antagonist
O=C(COc1ccc2c(c1)CCC2)N1CCN(c2ccccc2F)CC1 | -3 | 18 | -0.3 | -38 | 5 | -5 | 6 | -67 | -20
Cc1cc(Cl)c(OCCN2C(=O)NC(C)(C)C2=O)c(Br)c1 | 0 | 6 | 1.2 | -3 | -2 | -7 | 0 | -23 | 6
CN(C)CCCn1c(-c2ccccc2)nc(=S)c2c1CCCC2 | -2 | 1 | -4.5 | -15 | -2 | -3 | -1 | 24 | -7
S=C(NCc1ccccc1)NCc1cccc(CNC(=S)NCc2ccccc2)c1 | 0 | 0 | -0.7 | 16 | 1 | -10 | 5 | 0 | -20

Following part:
SMILES	Runt-CBFb FRET	NPY Y1 blocker	S1P4 agonist	NPY2 pot ag	Ba/F3 V617F tox	RBBP9 inh	BaF3 parental	NPY1 pot ag	S1P4 antagonist
CCCC(C(=O)O)N1C(=O)/C(=C/c2cccn2C)SC1=S (centres undefined)	8	9	-0.1	-2	3	-4	9	-28	-10
O=C(COC(=O)CC1CC2CCC1C2)Nc1cccc(S(=O)(=O)NC2=NCCCCC2)c1 (centres undefined)	-6	-1	0.9	7	-1	-7	3	0	-15
O=C(O)c1nccnc1C(=O)Nc1ccccc1-c1ccccc1	3	.	1.7	-1	1	-5	4	19	2
CC(C)CCn1cnc2c(cnn2-c2ccc(F)cc2)c1=O	-2	4	0.3	1	-2	-10	4	-18	6
O=C(COc1ccccc1)NCC(c1cccs1)N1CCOCC1 (centres undefined)	-2	3	-0.5	-9	-1	-4	4	-17	-15
CC1=C(C#N)C(c2cccnc2)C2=C(CC(C)(C)CC2=O)N1 (centres undefined)	12	9	-0.5	5	2	-8	10	-2	-13
CCOC(=O)c1cc(C(=O)OCC)c(=O)[nH]c1N1CCCC1	4	1	0.3	9	-1	13	2	12	-7
COc1ccccc1C1C(C#N)=C(N)Oc2cc(C)n(Cc3ccccn3)c(=O)c21 (centres undefined)	2	8	-1.0	-1	-4	1	2	0	-10
O=C1C2C3C=CC(C4CC34)C2C(=O)N1/N=C/c1ccc(-c2ccccc2[N+](=O)[O-])o1 (centres undefined)	10	0	1.9	-24	-2	-2	0	-8	-4
CN1c2ccccc2C(C)(C)C12CC(c1ccc(S(=O)(=O)N3CCCCC3)cc1)=NO2 (centres undefined)	28	-3	0.3	-1	-3	-2	2	-4	-32
CC1CCN(C(=O)Nc2cccc(NC(=O)N3CCC(C)CC3)c2)CC1	1	-5	-0.8	10	-4	3	-1	7	16
CC#CC(=O)N1CCC(CCc2ccccc2)(C(=O)OCC)CC1	-3	-1	1.6	10	-1	4	0	4	-4
CCOc1ccc(N(CC(=O)NCCC2=CCCCC2)S(=O)(=O)c2ccccc2)cc1	-2	3	-0.9	-20	-5	7	1	-1	3
COc1ccc(-n2c(C)cc(-c3csc(N)n3)c2C)cc1	12	1	-1.1	-1	-2	-4	6	6	-19
Cc1ccc(NC(=S)NC2CC3CCC(C2)N3Cc2ccco2)c(C)c1 (centres undefined)	3	10	0.0	-9	-3	-8	6	-14	4
O=C(OCc1cc2ccccc2[nH]c1=O)C1CCCCC1	-1	-2	0.2	-10	0	-1	1	-3	-11
O=C(O)[C@H](Cc1ccccc1)N1C(=O)c2ccncc2C1=O	-3	-1	1.4	-2	2	5	5	3	-7
Cc1c(NC(=O)COC(=O)C2(c3ccc(F)cc3)CCCC2)c(=O)n(-c2ccccc2)n1C	-1	4	1.0	-8	3	-5	4	3	12
Fc1ccc(-c2nnc(CSc3nnc(-c4ccc5c(c4)OCO5)o3)o2)cc1	-2	30*	-1.5	-2	-2	-2	3	-32	2
C/C(=N\OC(=O)NC(C)C)c1sc(-c2ccccc2)nc1C	-4	2	1.2	8	0	-5	2	12	-7
COc1cccc(-c2nnc(-c3ccc(C)o3)o2)c1	-1	6	0.8	-12	1	-9	3	-16	-3
Cc1c(N2C(=O)SC(CC(=O)O)C2=O)c(=O)n(-c2ccccc2)n1C (centres undefined)	-1	-4	0.4	5	0	-7	0	16	-9
O=c1cc(-c2ccc(O)c(-c3c(O)cc(O)c4c(=O)cc(-c5ccc(O)cc5)oc34)c2)oc2cc(O)cc(O)c12	-8	0	-0.3	-4	2	7	4	-18	-8
O=C(CN1CCCc2ccccc21)N/N=C/c1ccccc1O	3	4	-0.1	-1	0	-7	7	15	-31
CC1CCCC(C)N1S(=O)(=O)c1ccc(S(=O)(=O)N2CCOCC2)cc1 (centres undefined)	1	.	-1.6	2	1	0	-8	2	4
Cn1c(/C=C/N(Cc2ccccc2)c2ccccc2)c([N+](=O)[O-])c(=O)n(C)c1=O	-2	-7	0.3	-1	2	-1	6	8	-10
O=C(O)CCCc1nc2ccccc2s1	1	2	1.6	-17	-3	14	4	-20	-3
O=C(NNc1ccc(Cl)cc1)c1cccs1	2	.	1.5	10	1	-3	1	-2	0
O=C(O)c1ccccc1SCc1cn2cc(Cl)ccc2n1	0	-2	0.6	3	-2	-7	2	12	1
CCn1c(SCC(=O)NCC2CCCO2)nc2c(c1=O)SC(C)C2 (centres undefined)	2	1	-0.3	-11	4	-12	1	-26	5

Compound profiles (already shown):
Listed for CC1CCCC(C)N1S(=O)(=O)c1ccc(S(=O)(=O)N2CCOCC2)cc1 (centres undefined) : Runt-CBFb FRET = 1; NPY Y1 blocker = .; S1P4 agonist = -1.6; NPY2 pot ag = 2; Ba/F3 V617F tox = 1; RBBP9 inh = 0; BaF3 parental = -8; NPY1 pot ag = 2; S1P4 antagonist = 4
Listed for Cc1ccc(NC(=S)NC2CC3CCC(C2)N3Cc2ccco2)c(C)c1 (centres undefined) : Runt-CBFb FRET = 3; NPY Y1 blocker = 10; S1P4 agonist = 0.0; NPY2 pot ag = -9; Ba/F3 V617F tox = -3; RBBP9 inh = -8; BaF3 parental = 6; NPY1 pot ag = -14; S1P4 antagonist = 4
Listed for CCCC(C(=O)O)N1C(=O)/C(=C/c2cccn2C)SC1=S (centres undefined) : Runt-CBFb FRET = 8; NPY Y1 blocker = 9; S1P4 agonist = -0.1; NPY2 pot ag = -2; Ba/F3 V617F tox = 3; RBBP9 inh = -4; BaF3 parental = 9; NPY1 pot ag = -28; S1P4 antagonist = -10
